# Mdm2 ligase inh – MDM2-luciferase reporter signal enhancers, primary screen, MDM2 E3 ligase inhibitor project, cell-based, luminescence, 1536-well | E3 ubiquitin-protein ligase Mdm2 (Homo sapiens), Q00987 | cell-based MDM2 ubiquitination luciferase reporter, 2 h; 0 = plate control, 100 = twice control, blank-subtracted | signal enhancement, % at 5 µM | 210,000 compounds, 0.11% hits | AID 1230, 2008;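 active = signal enhancement of 30% or more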;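 note: luminescence tracks abundance of the self-degrading MDM2-luciferase fusion protein; higher signal means inhibition of MDM2 E3 ligase activity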
# Target sequence (Q00987 whole entry, looked up, the tested form may be a part): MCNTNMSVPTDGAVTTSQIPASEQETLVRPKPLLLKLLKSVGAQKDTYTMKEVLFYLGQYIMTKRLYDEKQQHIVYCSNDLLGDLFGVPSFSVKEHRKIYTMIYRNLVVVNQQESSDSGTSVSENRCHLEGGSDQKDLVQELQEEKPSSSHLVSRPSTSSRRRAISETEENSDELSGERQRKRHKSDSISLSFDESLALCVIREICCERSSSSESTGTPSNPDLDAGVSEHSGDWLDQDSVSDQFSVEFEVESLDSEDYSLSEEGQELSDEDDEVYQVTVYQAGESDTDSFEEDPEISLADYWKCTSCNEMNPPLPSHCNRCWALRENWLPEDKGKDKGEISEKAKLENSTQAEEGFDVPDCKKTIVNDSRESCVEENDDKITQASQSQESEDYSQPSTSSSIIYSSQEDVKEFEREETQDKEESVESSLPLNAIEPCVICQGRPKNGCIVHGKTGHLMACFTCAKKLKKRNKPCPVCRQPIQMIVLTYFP
#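 Material: stable MDM2–luciferase fusion reporter cells / Quantity: 2000 cells/well / Dosing: single 5 µM compound dose, 0.2% final DMSO / Buffer or medium: DMEM / Schedule: 4 h cell settling then 2 h compound exposure, 37 °C / Detection: luminescence with SteadyLite reagent, 15 min at room temperature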
# NPY-Y1 antag – NPY-Y1 receptor antagonists, primary screen, cell-based; HEK293-CNG Y1 cells, membrane potential fluorescence; NPY at EC95, then isoproterenol; inhibition, % at 3.6 µM; 200,000 compounds, 1% hits;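 active = inhibition above the campaign mean inhibition of all tested compounds plus 3 SD, cut at about 20% in these data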;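 note: 0% = DMSO wells given NPY plus isoproterenol and 100% = isoproterenol alone without NPY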
#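 Assay system: HEK293 Y1/CNG channel cell line; Doses: single compound dose of 3.6 µM, 0.4% DMSO; Timing: dye 3 h, compound 60 min room temperature, stimulation 45 min; Technique: Membrane-potential fluorescent dye readout; Measure: % inhibition of NPY effect.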
# NPY2 pot ag – NPY-Y2 potentiators or agonists, primary screen, cell-based; 220,000 compounds, 0.45% hits; AID 1359, 2008; Neuropeptide Y receptor type 2 (Homo sapiens), P49146; cells expressing NPY-Y2, potentiator/agonist read-out; activation, % at 3.6 µM; in the data active = activation above about 27%;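 note: cells stimulated with NPY near EC25 plus isoproterenol at EC100; 0% = vehicle plus submaximal agonist and 100% = vehicle plus saturating agonist; some results beyond the cut were filed as inactive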
# Target sequence (P49146 whole entry, looked up): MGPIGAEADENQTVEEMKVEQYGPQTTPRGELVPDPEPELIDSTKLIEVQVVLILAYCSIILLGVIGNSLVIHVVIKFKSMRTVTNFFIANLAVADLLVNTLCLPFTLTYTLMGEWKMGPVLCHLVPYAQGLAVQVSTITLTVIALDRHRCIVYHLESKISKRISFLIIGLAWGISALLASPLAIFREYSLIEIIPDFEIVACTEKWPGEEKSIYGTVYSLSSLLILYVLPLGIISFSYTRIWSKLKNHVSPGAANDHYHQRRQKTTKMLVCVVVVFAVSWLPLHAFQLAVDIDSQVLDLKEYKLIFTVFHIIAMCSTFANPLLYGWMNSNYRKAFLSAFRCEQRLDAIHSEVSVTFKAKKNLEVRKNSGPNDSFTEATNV
# Runt-CBFb FRET – inhibitors of RUNX1 Runt–CBFb binding, primary screen, biochemical, FRET, Cerulean-Runt, Venus-CBFb, uHTS. 220,000 compounds, 0.46% hits. Cerulean-Runt/Venus-CBFb FRET ratio 530/480, 1 h. AID 1496, 2009. inhibition, % at 20 µM. Runt-related transcription factor 1 (Homo sapiens) + Core-binding factor subunit beta …;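 active = inhibition over about 50% at 20 µM in the single-dose screen, limit read from the data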;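 note: 0% = DMSO wells and 100% = excess unlabeled CBFb competitor control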
#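 Reagent – Venus-CBFb binding partner, 100 nM · Assay system – Cerulean-tagged RUNX1 Runt domain (FRET donor) fusion protein · Input – 100 nM per protein · Incubation – two 1 h room-temperature incubations shielded from light · Measured by – FRET fluorescence · Medium – Tris buffer pH 7.5 with salts and BSA · Benchmarks – unlabeled CBFb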
# p97 inhibitor – inhibitors of human p97 ATPase, primary screen, biochemical. 220,000 compounds, 0.42% hits. Transitional endoplasmic reticulum ATPase (Homo sapiens), P55072. recombinant p97 ATPase, Kinase-Glo ATP luminescence, 3 h. inhibition, % at 8 µM; in the data active = inhibition above about 15%;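 note: 0% = DMSO vehicle and 100% = wells lacking enzyme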
# NPY1 pot ag – NPY-Y1 receptor potentiators or agonists, primary screen, cell-based; NPY-Y1 expressing cells, potentiator/agonist activation; activation, % at 3.6 µM; 220,000 compounds, 0.37% hits; in the data active = activation above about 33%, passing the limit was not always enough;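 note: cells stimulated with NPY at EC10 then isoproterenol at EC100; 0% = low agonist plus stimulus and 100% = saturating agonist plus stimulus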
# Runt-SMMHC FRET – inhibitors of RUNX1 Runt–CBFb-SMMHC binding, primary screen, biochemical, FRET, Cerulean-Runt, Venus-CBFb-SMMHC, uHTS; Runt-related transcription factor 1 (Homo sapiens) + Core-binding factor subunit beta …; Cerulean-Runt/Venus-CBFb-SMMHC FRET ratio 530/480, 1 h; inhibition, % at 20 µM; 220,000 compounds, 0.74% hits; AID 1434, 2008;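 active = mean inhibition across duplicate retests at 20 µM reaching about 50%, limit read from the data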;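 note: 0% = DMSO wells and 100% = wells with excess untagged CBFb-SMMHC; inhibitors lower the FRET ratio by blocking Runt binding to CBFb-SMMHC; some results filed as inactive read as strong as hits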
# Hck Nef HTS – inhibitors of Nef-activated human Hck kinase, primary screen, biochemical, Z-Lyte FRET, 384-well, Hck-YEEI; Tyrosine-protein kinase HCK (Homo sapiens), P08631; Recombinant Hck-YEEI plus Nef, Z-Lyte FRET kinase assay; inhibition, % at 20 µM; 220,000 compounds, 0.68% hits; AID 463187, 2010;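 active = Hck-Nef kinase inhibition above about 50%, limit read from the data; inactive = inhibition below that limit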;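 note: 0% = DMSO with Hck plus Nef and 100% = Hck alone without Nef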
# RBBP9 inh – human RBBP9 inhibitors, primary screen, biochemical, fluorescence polarization, FP-Rh probe, HTS; Serine hydrolase RBBP9 (Homo sapiens), O75884; recombinant RBBP9; inhibition, % at 7.94 µM; 220,000 compounds, 0.2% hits;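 active = inhibition above the campaign mean of all tested compounds plus 3 SD, cut at about 14% in these data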;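 note: plate controls were DMSO wells with RBBP9 for no effect and wells lacking RBBP9 protein for full effect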
#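 Assay system: recombinant human RBBP9; Reagent: Serine-hydrolase probe FP-Rh, 375 nM pre-mixing; Doses: 7.94 µM single dose, 0.794% DMSO; Incubation: 30 min then 45 min, 25 °C; Detection: fluorescence polarization (mP), excitation 525 nm, emission 598 nm; Evaluation: percent inhibition from mP, scaled between DMSO and no-protein wells.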
# The depositor's hits bear a star; x = not tested or not shown.
item | Mdm2 ligase inh | NPY-Y1 antag | NPY2 pot ag | Runt-CBFb FRET | p97 inhibitor | NPY1 pot ag | Runt-SMMHC FRET | Hck Nef HTS | RBBP9 inh | molecule
1 | -13 | 4 | -8 | -5 | 2 | 8 | -9 | 4 | -4 | O=C(COC(=O)COc1ccc(Cl)cc1)Nc1ccc(F)c([N+](=O)[O-])c1
2 | -11 | 4 | 14 | 0 | 3 | 0 | -4 | 4 | -6 | COc1ccc(C(=O)NCc2cn3c(C)csc3n2)cc1OC
3 | -29 | -3 | -3 | 1 | 4 | -6 | 1 | 13 | -9 | COc1ccc(OC)c(N(CC(=O)Nc2ccc(NC(C)=O)cc2)S(C)(=O)=O)c1
4 | 5 | 6 | 10 | -1 | 1 | 10 | 2 | 5 | 0 | CCn1c(SCC(=O)Nc2ccccc2C(=O)OC)nnc1-c1ccoc1C
5 | -6 | 6 | -4 | -2 | 1 | 3 | 1 | -1 | -4 | COc1ccc2c(c1)CCCC21NC(=O)N(CC(N)=O)C1=O (centres undefined)
6 | x | 5 | -16 | 4 | 1 | -7 | 1 | -4 | -3 | Cc1nc2sc(C(c3ccco3)N3CCN(c4ccccc4)CC3)c(O)n2n1 (centres undefined)
7 | -3 | x | x | -1 | x | x | -2 | 34 | x | Cc1ccc(NC(=O)CS(=O)(=O)c2cn(C)c3ccccc23)c(C)c1
8 | 1 | -2 | 12 | 3 | 7 | 20 | 4 | 3 | -7 | O=S(=O)(c1ccc(Cl)c(NC(=S)N/N=C/c2ccc(O)cc2)c1)N1CCOCC1
9 | 9 | 0 | -5 | 0 | 5 | 19 | -2 | 2 | 0 | COc1ccc(NC(=O)c2ccc(C)o2)c([N+](=O)[O-])c1
10 | 3 | 3 | -5 | 8 | -5 | -6 | 0 | 1 | -6 | O=S(=O)(c1ccc(NC(=S)Nc2ccc3c(c2)OCO3)cc1)N1CCOCC1
11 | -10 | 5 | 3 | 0 | 4 | 9 | 1 | 6 | -3 | COc1ccc(-c2csc(Cc3nnc(N4CCOCC4)n3-c3ccccc3)n2)cc1OC
12 | -8 | 9 | 12 | 0 | 3 | 7 | 0 | -10 | 2 | Cc1nc(N(C)C)c2sc(=S)n(-c3ccccc3)c2n1
13 | -13 | -5 | -28 | 5 | 1 | -4 | -6 | 0 | -8 | COc1cc(Cl)cc(C2NC(=S)NC(c3ccccc3)=C2C(C)=O)c1OCC(=O)O (centres undefined)
14 | -6 | x | 2 | 0 | 7 | -6 | 1 | 11 | 4 | CN1C(=S)SC(/[N+]([O-])=C/c2c(F)cccc2Cl)C1(C)C (centres undefined)
15 | -20 | -10 | -2 | 0 | 0 | -7 | -3 | 1 | -12 | COc1ccc(OC)c(NC(=O)COC(=O)c2ccc(-n3cnnn3)cc2)c1
16 | -56 | x | 10 | 2 | 7 | 22 | -1 | 50 | -8 | O=C(N/N=C/c1ccc([N+](=O)[O-])cc1)c1cc2ccccc2o1
17 | -14 | 2 | -7 | 0 | -7 | 4 | 0 | 0 | -5 | Cc1ccc(NC(=O)CN(C)S(=O)(=O)c2cccc3cccnc23)cc1
18 | 10 | -1 | 8 | 0 | 2 | -1 | 1 | 2 | 7 | COc1ccc(Cn2cnc3c([N+](=O)[O-])c(C)c(C)cc32)cc1
19 | -3 | x | 15 | -1 | 4 | 0 | 2 | 26 | -18 | COc1ccc(-n2c(SCC(=O)Nc3ccccc3)nc(O)cc2=O)cc1
20 | x | 0 | -29 | 1 | -5 | -18 | -2 | 1 | -11 | c1ccc2c(N3CCCCC3)nnc(N3CCCCC3)c2c1
21 | -15 | 4 | -4 | -1 | 5 | 7 | -2 | 2 | 2 | CCOC(=O)N1CCN(c2cc(=O)n(-c3ccc(OCC)cc3)c(=O)[nH]2)CC1
22 | -6 | 4 | -3 | 0 | 5 | -9 | 0 | -2 | -5 | CCOc1ccc(-n2c(=S)sc3c(=O)[nH]c(SCC(=O)N4CCC(C)CC4)nc32)cc1
23 | -22 | 1 | -2 | 2 | 3 | 5 | -4 | 2 | -1 | CCn1c(C(C)NC(=O)c2cccs2)n[nH]c1=S (centres undefined)
24 | 0 | 1 | -11 | 15 | -3 | -16 | 12 | 7 | -9 | O=C1C=C(Nc2ccc(O)cc2)CC(c2ccco2)C1 (centres undefined)
25 | 1 | 6 | -9 | -2 | 2 | 5 | 1 | 1 | 2 | C/C(=N\n1c(C)cc(C)c(C#N)c1=O)c1cccs1
26 | -13 | 6 | 1 | 0 | 0 | 17 | -1 | 27 | -4 | Cn1cc(CN(Cc2ccccc2)C[C@@H]2CCC(=O)N2)c(-c2ccccc2F)n1
27 | 3 | 2 | -4 | 0 | -6 | -12 | -5 | 9 | -7 | CN1CCc2c(n(CC(O)CN(CCO)CCO)c3ccccc23)C1=O (centres undefined)
28 | 19 | 1 | 1 | -2 | 0 | 1 | 7 | 1 | -3 | CC(C)c1cccc(C(C)C)c1NC(=O)COc1nncc2ccccc12
29 | -3 | 7 | 6 | 2 | 6 | 29 | 8 | 4 | -5 | Nc1ccc2c3c(cccc13)CC2
30 | -3 | 10 | 5 | -2 | 3 | -29 | -4 | 2 | -5 | O=C(NCc1ccccc1)C(c1cccs1)N(Cc1cccs1)C(=O)c1cnccn1 (centres undefined)
31 | -16 | -5 | 3 | x | 1 | 6 | -1 | 1 | -14 | O=C(Nc1ccc2c(c1)OCCO2)c1cc2sccc2n1Cc1ccccc1
32 | -7 | 6 | 22 | 8 | 1 | 18 | -3 | 0 | -9 | CCC1=[N+]([O-])C(C)(/C(C)=N\O)N(O)C1(C)C (centres undefined)
33 | -16 | 4 | -8 | 1 | -3 | -15 | 2 | -1 | -4 | COc1cccc(-c2csc(N3CCN(C(=S)Nc4ccccc4Cl)CC3)n2)c1
34 | x | 1 | -10 | 4 | 3 | -3 | -4 | 3 | -1 | C#CCNC(=O)C1=C[C@@H](c2ccc3c(c2)OCO3)[C@H](CCCO)[C@@H](OCC)O1
35 | -9 | x | -7 | -10 | -2 | -19 | -18 | 9 | -6 | COc1ccc(/C=C2\SC(=S)N(CC(=O)OCC(=O)Nc3cc(Cl)cc(Cl)c3)C2=O)cc1
36 | -4 | 7 | -16 | -4 | 2 | 19 | 4 | 1 | -5 | Cn1c(C(N)=O)cnc1Sc1ncc(C(F)(F)F)cc1Cl
37 | 5 | x | 3 | 14 | 4 | -26 | 11 | -45 | 3 | Cc1cccc(/C=N/n2c(-c3ccco3)n[nH]c2=S)c1
38 | -1 | 9 | -6 | -3 | -3 | -19 | -1 | 6 | -4 | CCOc1nc(-c2ccc(OC)cc2)ccc1-c1noc(C)n1
39 | -7 | 1 | 4 | -2 | -8 | 4 | 2 | 3 | -1 | CN(C)c1ccc(S(=O)(=O)c2ccc(Cl)cc2)cc1
40 | 10 | -1 | 3 | 1 | 4 | -7 | -4 | 0 | 7 | CN(/C(=N\S(=O)(=O)c1ccccc1)C(F)(F)F)c1ccccc1
41 | -11 | 7 | 2 | -6 | -4 | -7 | -3 | -2 | -4 | CCCCN(Cc1ccccc1)S(=O)(=O)c1cc(Br)cc2c1N(C(C)=O)C(C)C2 (centres undefined)
42 | -3 | 5 | -7 | -4 | 1 | -2 | 2 | 2 | -7 | COc1ccc(-c2nnc3n2N=C(C)CS3)cc1OC
43 | -18 | 8 | -20 | -1 | 1 | -1 | 3 | 14 | 1 | CCOc1ccccc1C1C2=C(COC2=O)Nc2cc3c(cc21)OCO3 (centres undefined)
44 | -16 | -5 | 4 | 2 | 0 | 2 | 0 | 4 | -9 | Cc1cccc(NC(=O)Cn2cnc3c(cnn3-c3ccc(F)cc3)c2=O)c1C
45 | 1 | -12 | -2 | 1 | -3 | 21 | 0 | -1 | -2 | O=C(CSc1nnc(-c2ccc(Br)cc2)n1C1CCCCC1)N1CCCC1
46 | -6 | x | -7 | 2 | 5 | 8 | -6 | 12 | -3 | C/C(CC(C)C)=N\Oc1nc(C)cc(C)n1
47 | -3 | -3 | 6 | 32 | 4 | 0 | 3 | 1 | 1 | Cc1cc(NC(=O)CSc2nc(CC(C)(C)C)nc3c2c(=O)n(C)c(=O)n3C)no1
48 | x | 3 | 11 | -1 | 18* | -7 | 3 | -8 | -10 | NC(=O)CC[C@@H]1NC(=O)[C@H](CO)NC(=O)c2cc([N+](=O)[O-])cc(I)c2NCCC[C@@H](C(N)=O)NC(=O)[C@H](Cc2ccc(O)cc2)NC1=O
49 | 9 | -10 | 11 | -2 | 6 | -3 | 0 | 1 | 7 | Cn1c(=O)n(Cc2ccc(F)cc2)c(=O)c2c1nc1n2CCCN1Cc1ccccc1
50 | -15 | 0 | 7 | -2 | 2 | -11 | 2 | 12 | 0 | NS(=O)(=O)c1ccc(CCNC(=O)CSCc2ccccc2)cc1
